NPYLR7 ag – activates Aedes aegypti NPYLR7 receptor; HEK293T NPYLR7/Galpha15, GCaMP6s calcium fluorescence; activation, % at 10 µM; hit rate 0.15% among 270,000; AID 1259423; in the data active means activation above about 40%;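 further: 0% = vehicle and 100% = reference agonist at the receptor; some compounds past the cut are filed as inactive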
mcGAS lum – blocks mouse cGAS activity; Q8C6L5; recombinant cGAS, Kinase-Glo ATP depletion luminescence; inhibition, % at 12.5 µM; hit rate 0.15% among 160,000;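 further: 0% = negative control wells and 100% = reference inhibitor with no enzyme activity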
hcGAS lum – human cGAS inhibition. inhibition, % at 12.5 µM. Q8N884. recombinant h-cGAS, ATP depletion, Kinase-Glo luminescence. AID 1259398. hit rate 0.081% among 290,000;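 further: 0% = vehicle reaction and 100% = reaction without DNA for no activity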
Target sequence (Q8N884 whole entry, looked up): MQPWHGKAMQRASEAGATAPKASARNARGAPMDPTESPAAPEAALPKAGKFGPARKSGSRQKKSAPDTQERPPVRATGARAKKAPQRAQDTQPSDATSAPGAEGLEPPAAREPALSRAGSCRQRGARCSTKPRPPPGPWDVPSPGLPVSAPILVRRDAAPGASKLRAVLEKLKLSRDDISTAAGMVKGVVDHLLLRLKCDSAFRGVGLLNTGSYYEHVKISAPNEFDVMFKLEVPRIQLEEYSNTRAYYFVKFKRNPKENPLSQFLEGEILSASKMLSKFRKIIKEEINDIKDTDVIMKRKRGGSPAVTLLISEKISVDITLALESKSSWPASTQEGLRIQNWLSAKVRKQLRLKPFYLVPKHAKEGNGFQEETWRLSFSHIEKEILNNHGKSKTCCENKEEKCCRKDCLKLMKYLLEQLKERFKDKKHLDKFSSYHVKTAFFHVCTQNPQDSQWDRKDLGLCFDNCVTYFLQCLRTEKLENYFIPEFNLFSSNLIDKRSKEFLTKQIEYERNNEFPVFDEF
* hit, by the source's call; nt = not tested or not shown; & = joins results of further samples. Unless noted, no stated cut-off is given here; in the data, active means inhibition above about 40%; inactive means the rest.

SMILES | NPYLR7 ag | mcGAS lum | hcGAS lum
O=C1CN(Cc2ccc(-c3nc(CCn4cccn4)cc(=O)[nH]3)cc2)CCCN1 | -4 | nt | -8
Cc1ccc(-c2cn(CC3CCN(c4cc(C)nc(N)n4)CC3)nn2)cc1 | -4 | -2 | 2
CCC1c2ccsc2CCN1C(=O)CNC(=O)c1ccc(C)c(C)c1 (stereo unspecified) | 7 | nt | -12
COc1cccc(CN(C)C(=O)Nc2cccnc2N2CCCC2)c1 | -5 | nt | 3
CC(C)Cn1c(CN2CCN(c3ccccc3)C(=O)C2)cnc1S(C)(=O)=O | 11 | nt | -11
Cn1ncc(NCc2ccc(-c3ccc4c(c3)CCO4)cc2)c(Cl)c1=O | 6 | nt | -17
Cc1cc(C(=O)N2CCCCC2c2nc3ccc(F)cc3[nH]2)nn1C (stereo unspecified) | 34 | -11 | -5
O=C(c1ccc2c(c1)OCO2)N1CCSC1c1cccc(Oc2ccccc2)c1 (stereo unspecified) | -4 | -4 | -3
CN(Cc1cc(-c2ccncc2)no1)Cc1ccc(CO)o1 | 3 | -13 | -7
COc1cc(N=c2scc(-c3ccccc3)n2-c2ccc(Cc3ccccc3)cc2)cc(OC)c1 | -9 | -4 | -4
N#C/C(=C\c1cccc(Cl)c1Cl)c1nn(CCO)c(N)c1C#N | 5 | nt | -4
COc1cc(CN2CCn3nc(C(=O)NCc4ccccn4)cc3C2=O)cc(OC)c1 | -4 | 0 | 0
Cc1ccc(SCCN(C)Cc2nc(C)ccc2O)cc1 | -1 | -1 | 0
Cc1ccc(Cl)cc1-n1c(CNC(=O)NC23CC4CC(CC(C4)C2)C3)nnc1SCc1ccccc1 | 3 | -3 | -2
Cc1ccc(C2(O)CCN(C(=O)CCc3nc4ccccc4[nH]3)CC2)nc1 | 5 | -12 | 2
O=C(Nc1ccc(-n2cccc2)cc1)C1=CN2CCN(Cc3cscn3)C(=O)N=C2O1 | 5 | nt | -4
CCN(Cc1ccccc1)C(=O)CCc1nnc(Cc2ccc3c(c2)OCO3)o1 | 13 | nt | -4
Cc1ccc(NC(=O)C(=O)N(C)Cc2snnc2C)c(C)c1 | 7 | -17 | -3
Cc1ccc(C(=O)N(C)CC(=O)Nc2c(Cl)cccc2Cl)n1C | 1 | nt | -10
CCC1CCCCN1CCCNC(=O)C1CCN(c2ccc3nncn3n2)CC1 (stereo unspecified) | nt | -5 | -9
Cc1ccc(-c2nc3ccc(C)cn3c2NC(=O)C(C)(C)C)cc1 | -4 | -5 | -3
O=C(NC1CC1)c1cc2n(n1)CCN(C(=O)CCn1nnc3ccccc31)C2 | 7 | nt | 3
COc1ccc(Nc2nc(-c3ccc(C)cc3)nc3ccccc23)cc1 | -4 | -5 | -3
NC1=NC(c2ccccc2)N2C(=N1)Sc1ccccc12 (stereo unspecified) | 7 | nt | -5
Cc1ccc(CCNc2ccccc2)c[n+]1[O-] | 2 | nt | -7
Cc1ccc(N(CC(=O)N2CCC(C)CC2)CC(=O)N2CCC(C)CC2)cc1Cl | 1 | nt | -5
Cc1cc(C)c(CNS(=O)(=O)c2ccc(S(N)(=O)=O)cc2)c(C)c1 | 14 | nt | -1
Cc1cc(=O)[nH]c(-n2ncc(C(=O)Nc3ccc4c(c3)OCCO4)c2C)n1 | -1 | nt | -5
CN1C[C@@H](NC(=O)N2CCOCC2)C[C@H]1C(=O)NCC1(O)CCCCC1 | -7 | -9 | -2
Cc1ccncc1C(=O)Nc1ccccc1OCCOc1ccccc1 | -8 | nt | -3

3 entries from above, arranged by molar mass, ascending:
SMILES | NPYLR7 ag | mcGAS lum | hcGAS lum
Cc1ccc(NC(=O)C(=O)N(C)Cc2snnc2C)c(C)c1 | 7 | -17 | -3
Cc1ccc(-c2nc3ccc(C)cn3c2NC(=O)C(C)(C)C)cc1 | -4 | -5 | -3
Cc1ccc(N(CC(=O)N2CCC(C)CC2)CC(=O)N2CCC(C)CC2)cc1Cl | 1 | nt | -5

More results follow.
SMILES | NPYLR7 ag | mcGAS lum | hcGAS lum
COc1ccc(O)c(/C=N\Nc2nc(N3CCOCC3)nc(N3CCOCC3)n2)c1 | -5 | -6 | 2
CCCCCCn1c(=O)c2c(nc3n(C(C)C)c(C)c(C)n23)n(C)c1=O | -8 | nt | -8
CC(C)c1ccc(-n2cc(CN3C[C@H](O)[C@@H](N4CCN(C)CC4)C3)cn2)cc1 | -2 | -16 | -6
Cc1cccc(C)c1N1C(=O)c2ncccc2C1CCOc1cccc(C(=O)O)c1 (stereo unspecified) | 2 | -4 | 6
CC1(C(=O)NCc2cccc3ccccc23)CCN1CCCc1ccccc1 (stereo unspecified) | 3 | nt | -7
CC(=O)N[C@@H]1C[C@H](CC(C)C)O[C@H](c2ccc(Oc3ncccn3)cc2)C1 | 6 | nt | -4
COCCNC(=O)Cn1nc2c(c1NC(=O)COc1ccc(F)cc1)CSC2 | -4 | 1 | 4
COCC(C)NC(=O)c1cc(-c2ccc(F)cc2)nc2c1c(C)nn2C1CCS(=O)(=O)C1 (stereo unspecified) | 2 | -7 | -6
O=S(=O)(NCCOc1ccc(-c2cccs2)nn1)c1ccccc1 | -3 | -7 | -8
Cc1cc(=O)n(C)c(=O)n1CCCCO | 4 | -9 | -8
CC(Cn1cnc2ccccc21)C(=O)NN=Cc1ccccc1 (stereo unspecified) | 9 | nt | -7
COc1ccc(CCNC(=O)c2cnc3c(-c4ccc(C(C)C)cc4)cnn3c2C)cc1OC | 14 | -5 | 1
C=CCC(O)(CC=C)c1ccc(CN(CCOC)Cc2cccc(F)c2)o1 | 11 | -4 | -5
CC[n+]1c(C=CN(C)C)sc2ccccc21 | -9 | nt | -2
Cc1oc(-c2cccc(Cl)c2)nc1CN1CCSCC1 | 17 | nt | -4
O=C(COC(=O)C=Cc1ccc(I)o1)NC1CCCCC1 | -1 | nt | -3
CCCOCC1CCN(C(=O)c2cccc(CC3CCNCC3)c2)C1 (stereo unspecified) | 5 | nt | -2
COC(=O)CCC(C)N1CCc2[nH]nc(-c3ccccc3F)c2C1 (stereo unspecified) | 1 | nt | -12
CN(CC(=O)Nc1cccc(Cl)c1)C(=O)c1nccc2ccccc12 | 12 | -15 | -6
CCOc1ccc(NC(=O)Nc2c(C)nc3cc(C)ccn3c2=O)cc1 | 2 | -7 | -8
CCc1cc(CN(C)Cc2nc(-c3sccc3C)oc2C)on1 | 1 | nt | -2
COc1cc(Cl)c(C)cc1NC(=O)C(C)Sc1nnc(CSC)o1 (stereo unspecified) | 2 | nt | 2
Cc1ccnn1-c1ccc(C(=O)N2CCN(S(=O)(=O)c3cccc4nsnc34)CC2)cc1 | 4 | -8 | -1
Cc1cc2c(o1)CC(C)(C)CC2NC(=O)NC(C)Cn1ccnc1 (stereo unspecified) | 0 | -8 | -4
CCn1c(CC2CCN(C(=O)c3ccc(CN(C)C)o3)CC2)nn(C)c1=O | 19 | nt | -3
COCCNC(=O)N(C)C1CCN(Cc2ccccc2)CC1C (stereo unspecified) | 2 | nt | 11
CCOC(=O)c1c(C)n(CC)c2cc(Br)c(OC)cc12 | -11 | -4 | -4
CCOC(=O)c1cn[nH]c1S(=O)(=O)N1CCN(c2cccc(OC)c2)CC1 | 1 | -8 | -5
Cc1ccc2oc(C(=O)N(C)Cc3nc(-c4ccncc4)no3)cc2c1 | 12 | nt | -6
COCc1nc(CNC2CCCC(C)(C)C2)no1 (stereo unspecified) | 13 | nt | -7
Oc1ccc(C=NN2CCCCC2)c(O)c1O | 4 | nt | -8
CCc1ccc(OCC(=O)Oc2ccc([N+](=O)[O-])cc2)cc1 | -6 | 3 | 5
C=CCOc1nc(N2CCOCC2)nc(N2CCOCC2)n1 | -1 | nt | -1
COC[C@H]1C[C@H]2C[C@H](O)[C@@H](NC(=O)Nc3ccccc3OC(F)(F)F)[C@@]2(O)CO1 | 8 | -7 | -11
COCC(=O)N1CC(C(=O)NCc2cccnc2)CCC1c1ccc(F)cc1 (stereo unspecified) | nt | -5 | -5
Cc1ccsc1C(=O)N(C)C1CCCN(CCc2ccccc2)C1 (stereo unspecified) | 4 | nt | -9
CC(C)C[C@H](NC(=O)[C@@H](O)[C@H](N)Cc1ccccc1)C(=O)O | -4&7 | -3 | 1&-3
COc1ccc(-c2cc3c(SCc4ccc(F)cc4)nccn3n2)cc1 | 0 | -8 | -7
COc1cc(CNc2ccc3[nH]c(=O)[nH]c3c2)ccc1OCc1cccs1 | 1 | nt | -6
O=C(CCc1nnc(-c2cccc(C(F)(F)F)c2)o1)Nc1ccccc1 | 3 | -3 | 2
Fc1cccc(Cn2cc(Br)cn2)c1F | 2 | nt | -4
CC(=O)Nc1cccc(-c2ccnc3c2CC(C(=O)NCc2ccco2)O3)c1 (stereo unspecified) | -3 | -3 | 0
CCN1C(=O)C2C(C1=O)N1C(c3ccccc3)C3C(=O)N(CC)C(=O)C3N1C2c1ccccc1 (stereo unspecified) | 1 | -7 | -21
O=S(=O)(c1ccc(/C=C/c2ccc(N3CCOCC3)cc2)s1)N1CCCC1 | 5 | nt | -2
CC(Nc1ccc(C#N)cc1)c1ccncc1 (stereo unspecified) | -1 | nt | -6
COc1ccc(/C=C2\C(=N)N3N=C(Cc4cccs4)SC3=NC2=O)cc1Br | -3 | nt | 0
CC(C)(C(=O)N1CCC1(C)C(=O)NS(=O)(=O)c1ccc(C#N)cc1)c1ccccc1 (stereo unspecified) | 1 | nt | -7
Cc1ccsc1CN(Cc1ccc(F)cc1)C(=O)CN(C(=O)Nc1cccc(C(F)(F)F)c1)C1CC1 | 1 | -2 | -1
Clc1cc(CSc2nnnn2C2CC2)cc2c1OCCCO2 | 1 | nt | -3
Cc1c(C(=O)N2CCN(CC(OCc3ccc(C#N)cc3)c3cccc(N4CCCC4)c3)CC2)oc2ccccc12 (stereo unspecified) | 4 | -6 | -11
Cc1cc(C)n(CC(C)NCc2n[nH]c3c2CCC3)n1 (stereo unspecified) | 8 | nt | -9
Cn1cc(/C=C2\SC(=Nc3ccccc3)NC2=O)c2ccccc21 | -6 | -1 | -1
CCS(=O)(=O)c1ncc(CN(C)Cc2nc3c(s2)CCCC3)n1CCOC | 3 | nt | -8
Cc1ccc(Oc2ncccc2CNC(=O)c2cc3ccccc3[nH]2)cn1 | nt | -10 | -6
Cc1nc2cc(-c3ccn[nH]3)ccc2s1 | 8 | -13 | -6
CCCc1nnc(-c2cc3ccccc3n2CC(=O)Nc2ccc3c(c2)OCCO3)o1 | -6 | -8 | 1
CC(CC#N)Sc1ccccc1NC(=O)C1CC(=O)N(CC2CC2)C1 (stereo unspecified) | -7 | nt | 5
CCOC(=O)c1sc(NC(C)=O)c(C#N)c1C | -2 | -3 | -10
CCN(CC)Cc1cnc2c(C(=O)N3CCC3c3ccccc3)cnn2c1 (stereo unspecified) | 1 | -16 | -5
COc1c(C)cc(C(=O)N2CCOC(COCc3ccccc3)C2)cc1C (stereo unspecified) | -2 | nt | 2

A few values from the list.
Entry for Cc1ccc(Oc2ncccc2CNC(=O)c2cc3ccccc3[nH]2)cn1 in mcGAS lum: -10
Entry for CCCc1nnc(-c2cc3ccccc3n2CC(=O)Nc2ccc3c(c2)OCCO3)o1 in hcGAS lum: 1
Entry for Cn1cc(/C=C2\SC(=Nc3ccccc3)NC2=O)c2ccccc21 in mcGAS lum: -1
Entry for COc1ccc(/C=C2\C(=N)N3N=C(Cc4cccs4)SC3=NC2=O)cc1Br in NPYLR7 ag: -3
Entry for CC(CC#N)Sc1ccccc1NC(=O)C1CC(=O)N(CC2CC2)C1 (stereo unspecified) in hcGAS lum: 5
Entry for CCS(=O)(=O)c1ncc(CN(C)Cc2nc3c(s2)CCCC3)n1CCOC in hcGAS lum: -8
Entry for Cc1ccsc1CN(Cc1ccc(F)cc1)C(=O)CN(C(=O)Nc1cccc(C(F)(F)F)c1)C1CC1 in mcGAS lum: -2

The list continues.
SMILES | NPYLR7 ag | mcGAS lum | hcGAS lum
CN(C)c1nc2c(c(=O)[nH]1)CCN(C(=O)CCc1ccc3c(c1)OCO3)C2 | 3 | -12 | -1
O=C(NCCc1c[nH]c2ccccc12)C1(c2ccccc2)CCCC1 | -2 | -7 | -5
Cc1cc(=O)n(CC(=O)Nc2ccncc2)cn1 | 5 | nt | -2
COc1cccc(-c2nc(NC3CC3)nc3nn(C)c(N)c23)c1 | nt | 0 | 1
N#CC1C(=N)C(C#N)(C#N)C(c2ccncc2)C2CCCC=C12 (stereo unspecified) | 9 | -1 | -4
C=C(C)Cn1c(=O)c2c(nc3n2CC(C)=NN3Cc2ccccc2Cl)n(C)c1=O | -9 | nt | -8
CCOC(=O)c1cc(-c2cccc(OC)c2)n(-c2ccc(C(=O)NCCCn3ccnc3)cc2)n1 | 8 | -5 | -4
COCCOC(=O)C1=C(C)N(c2ccc3c(c2)OCO3)C(=O)NC1c1ccc(F)cc1F (stereo unspecified) | -7 | -7 | -5
O=C1c2ccccc2C(=O)c2c1oc1c3c(ccc21)OCN(CCCN1CCOCC1)C3 | 4 | nt | -7
CN(C)CCN(Cc1ccccn1)C(=O)C(=O)Nc1ccc(F)cc1 | -1 | nt | -7
CC(=O)c1ccc(N2CC(O)(c3ccc(C(C)(C)C)cc3)[N+]3=C2SCCC3)cc1 (stereo unspecified) | 8 | -6 | -2
O=c1c2cc3c(=O)n(-c4cccc(Cl)c4)ccc3nc2ccn1CCO | 1 | nt | -3
CCC(C)(C)NCC(=O)N1CCc2cc(-c3csc(C)n3)ccc21 | 2 | nt | -5
CCCC(C)NC(=O)c1ccc(Cl)c(Cl)c1 (stereo unspecified) | 6 | -6 | -2
COc1ccccc1-n1c(SCc2nc(C(=O)NCCc3ccccn3)cs2)nnc1-c1ccccc1Cl | 5 | -6 | -9
c1ccc(-n2nnnc2Sc2ncnc3sc4c(c23)CCC4)cc1 | -8 | nt | -6
CCN1C(=O)N(Cc2cccc3ccccc23)C(=O)C12CCN(Cc1ccc(SC)cc1)CC2 | 16 | -7 | -24

Screening data from PubChem BioAssay.
